NTR1 ag – agonists of NTR1, primary screen, imaging, U2OS cells, beta-arrestin-GFP, high content (AID 493036); NTR1-U2OS beta-arrestin-GFP spot imaging, agonist mode; hit rate 0.17% among 330,000; activation, % at 20 µM; Neurotensin receptor type 1 (Homo sapiens), P30989;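 active means activation at or above 40% of the spot to cytoplasm intensity ratio, with at least 20 cells analyzed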;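 further: 0% = DMSO without peptide and 100% = 100 nM NTR1 peptide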
Target sequence (P30989 whole entry, looked up): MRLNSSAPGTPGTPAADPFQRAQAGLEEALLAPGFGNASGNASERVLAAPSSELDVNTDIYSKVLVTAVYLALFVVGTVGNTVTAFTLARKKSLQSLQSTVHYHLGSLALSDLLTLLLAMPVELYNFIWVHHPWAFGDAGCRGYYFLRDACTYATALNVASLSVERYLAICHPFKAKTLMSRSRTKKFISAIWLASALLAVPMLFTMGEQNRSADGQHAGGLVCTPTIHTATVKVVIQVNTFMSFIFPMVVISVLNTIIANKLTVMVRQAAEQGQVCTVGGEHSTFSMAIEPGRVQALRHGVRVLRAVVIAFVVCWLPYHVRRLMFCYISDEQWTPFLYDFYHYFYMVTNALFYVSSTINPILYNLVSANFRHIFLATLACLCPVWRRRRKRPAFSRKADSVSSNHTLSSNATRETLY
Lipid droplet – inhibitors of hepatocyte lipid droplet formation, primary screen, imaging, high-throughput imaging, BODIPY stain; AML12 mouse hepatocytes, oleate lipid droplets; inhibition, % at 6.5 µM; hit rate 0.4% among 240,000; AID 1656, 2009;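 active means lipid droplet intensity inhibited by at least 50%, with more than 500 cells counted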
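Assay system: AML12 hepatocytes (mouse) / Also added: 100 µM oleic acid challenge / Times: overnight treatment with compound plus oleate / Detection: high-content imaging of BODIPY-stained droplets and DAPI nuclei / Evaluation: % inhibition of lipid droplet signal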
GPR55 LPI antagonism – GPR55 antagonists blocking LPI-driven arrestin recruitment, primary screen, imaging, U2OS, beta-arrestin-GFP, LPI agonist (AID 2013) | G-protein coupled receptor 55 (Homo sapiens) | U2OS GPR55 beta-arrestin-GFP translocation imaging, LPI antagonism; higher % means a stronger effect | inhibition, % at 10 µM; hits with a dose series show IC50 in µM | hit rate 0.13% among 290,000;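 active means spots per cell inhibited over 60%, with over 100 cells counted and total cytoplasm intensity under 500,000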;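 further: U2OS cells stably carrying GPR55 and arrestin-GFP stimulated by 5 µM LPI near EC80; imaged beta-arrestin-GFP aggregate spots per cell after agonist stimulation; plate controls were LPI-stimulated DMSO wells for no effect and DMSO wells without LPI for full effect; some results filed as inactive read as strong as hits; confirmed hits need IC50 under 10 µM and bright autofluorescent wells are also inconclusive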
LYP inhibition – inhibitors of LYP phosphatase, biochemical, fluorescence intensity, uHTS (AID 1779); Tyrosine-protein phosphatase non-receptor type 22 (Homo sapiens); recombinant LYP phosphatase, fluorescence intensity; higher % means a stronger effect; inhibition, % at 11.5 µM, or IC50 in µM where a hit was titrated; hit rate 0.054% among 290,000; in the data active means inhibition above about 50%;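 further: plate controls were vehicle with enzyme for no effect and no enzyme for full effect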
SV40 large T antigen – SV40 large T antigen inhibitors, biochemical (AID 1903); SV40 large T antigen ATPase/helicase inhibition assay; higher % means a stronger effect; inhibition, % at 20 µM, or IC50 in µM where a hit was titrated; hit rate 0.39% among 310,000; in the data active means a potency from the dose series; further: strong numbers were not always called active
T cell modulator – modulators of CD8 T cell-vesicle binding, primary screen, mouse 2C CD8+ T cells, flow cytometry; calls only at 7 µM; 2C CD8+ T cell-vesicle binding; active compounds read low; hit rate 0.068% among 330,000;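 active means response, share of CD8 T cells binding vesicles, and their 90th percentile fluorescence all below set limits, cut at about 80% in these data, passing the limit was not always enough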
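Incubation: binding step 1.5 h, 37 °C, antibody labelling 20 min, ice; system: murine 2C transgenic CD8+ T lymphocytes; technique: cytometric PE anti-B7-1 and Alexa647 anti-CD8 signals after 1% paraformaldehyde fixation; also added: QL9-charged Drosophila Ld/ICAM-1/B7-1 vesicles; control set: naked versus QL9-loaded vesicles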
GPR35 arrestin U2OS – GPR35 antagonists blocking zaprinast-driven arrestin recruitment, primary screen, imaging, U2OS, beta-arrestin-GFP, zaprinast agonist (AID 2058); hit rate 0.052% among 290,000; U2OS GPR35 beta-arrestin-GFP translocation imaging, zaprinast antagonism; higher % means a stronger effect; one-dose inhibition, % at 10 µM; IC50 in µM for titrated hits; G-protein coupled receptor 35 (Homo sapiens);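 active means inhibition of at least 50% with at least 30 cells and total cytoplasm GFP at most 10,000,000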
GPR55 activation – GPR55 agonists via beta-arrestin recruitment, primary screen, imaging, U2OS cells, beta-arrestin-GFP redistribution (AID 1961); U2OS GPR55 beta-arrestin-GFP redistribution imaging; higher % means a stronger effect; activation, % at 10 µM; hits with a dose series show EC50 in µM; hit rate 0.048% among 290,000;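 active means activation above 40% with more than 50 cells counted in the well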;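 further: U2OS osteosarcoma cells stably expressing GPR55 and beta-arrestin-GFP; plate controls were DMSO negative control for no effect and LPI positive control for full effect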
MgcRacGAP inhibition – MgcRacGAP GTPase-activating activity inhibitors, confirmation, biochemical, ADP Hunter fluorescence | Rac GTPase-activating protein 1 (Homo sapiens) | MgcRacGAP-stimulated Rac1 GTP hydrolysis, ADP Hunter fluorescence; higher % means a stronger effect; GST-tagged Rac1 F28L mutant substrate | inhibition, % at 30 µM, or IC50 in µM where a hit was titrated | hit rate 0.6% among 340,000;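 active means first-screen hits whose inhibition reached a set limit at any dose in the follow-up dose series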;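 further: fluorescence reports GDP produced by GAP-driven GTP hydrolysis; strong numbers were not always called active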
Lipid droplet cells 6.5 µM – recorded beside Lipid droplet, whose call it bears; cell count; measured here: cell count, cytotoxicity flag;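 cells counted across two imaged fields per well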
T cell modulator vesicle-bound % – second read-out of T cell modulator, no call of its own (marks repeat the call); double positive events, %; measured here: CD8+ vesicle-bound cell fraction;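 binding gate set so that unloaded-vesicle control wells show 10% double positive cells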
NTR1 ag cell count 20 µM – second read-out of NTR1 ag, no call of its own (marks repeat the call); cell count; measured here: cell count, cytotoxicity flag
Active calls of the source: *; i = inactive; . = no result given.

SMILES	NTR1 ag	NTR1 ag cell count 20 µM	Lipid droplet	Lipid droplet cells 6.5 µM	GPR55 LPI antagonism	LYP inhibition	SV40 large T antigen	T cell modulator	T cell modulator vesicle-bound %	GPR35 arrestin U2OS	GPR55 activation	MgcRacGAP inhibition
COc1ccc(-c2[nH]ncc2CN(C)Cc2cccnc2)c(OC)c1	1.6	64	-14	719	10%	-5%	7%	i	10	8%	0.0%	1%
O=C(N/N=C/c1cccc([N+](=O)[O-])c1)c1ccncc1	0.9	68	18	728	10%	0%	10%	i	20	7%	0.3%	0%
O=C(Nc1cccc([N+](=O)[O-])c1)c1cc2ccccc2cc1O	12	61	-12	645	10%	-2%	4%	i	32	-5%	0.2%	-10%
OCC1(Cc2ccc(Cl)cc2)CCN(CC2CC=CCC2)CC1 (stereo not given)	-0.6	57	-24	692	14%	-7%	3%	i	29	-10%	0.3%	6%
CC(C)N(CCCNC(=O)C1CCN(C(=O)c2cc3sccc3n2C)CC1)Cc1ccccc1	-0.7	48	-20	685	8%	-2%	4%	i	3	6%	0.0%	6%
COc1ccc(C(=O)Nc2ccc(S(=O)(=O)Nc3cc(C)nc(C)n3)cc2)cc1OC	1.5	26	6	698	4%	-11%	.	i	2	-12%	-0.1%	11%
CC(c1ccon1)N(C)Cc1cn(Cc2ccccc2)nc1-c1ccc2c(c1)OCO2 (stereo not given)	0.8	97	-25	597	-6%	-2%	4%	i	50	1%	0.0%	3%
Cc1cc(C(=O)NC2CCCc3c2cnn3-c2cccc(C)c2C)c(C)o1 (stereo not given)	0.5	78	60*	865*	23%	-5%	8%	i	49	12%	-0.1%	6%
O=C1C(Cc2cccc([N+](=O)[O-])c2)SC(=Nc2ccccc2)N1c1ccccc1 (stereo not given)	3.7	38	-62	552	26%	-5%	15%	i	22	-3%	-0.6%	-1%
CCCN1CCN(C(=S)NCc2ccc(Cl)cc2)CC1	1.2	54	2	740	1%	-10%	2%	i	39	1%	0.6%	1%
Cc1ccc(C2C(C#N)=C(N)Oc3n[nH]c(-c4cccnc4)c32)o1 (stereo not given)	0.0	24	-11	672	8%	-7%	32%	i	44	3%	-0.2%	2%
c1ccc(OCc2cc(-c3ccccc3)no2)cc1	1.0	41	10	712	-6%	-1%	8%	i	61	2%	0.2%	10%
CC(C)OCCCNC1=C(Cl)C(=O)c2ccccc2C1=O	1.3	49	2	617	-25%	-9%	95%	i	19	-3%	0.5%	.
CC(NS(=O)(=O)CCNC(=O)c1ccccc1)c1ccccc1 (stereo not given)	-0.1	58	.	.	.	.	13%	i	45	.	.	4%
COc1ccccc1CCNC(=O)CN1C(=O)NC2(CCCC2)C1=O	-0.8	64	.	.	.	.	7%	i	60	.	.	3%
C=CCN(C(=O)CCC(=O)Nc1cc(C)on1)C(C(=O)NC1CCCC1)c1ccc(OC)c(OC)c1 (stereo not given)	-0.6	49	.	.	-7%	-2%	2%	i	45	-8%	.	5%
Cc1c(CNCCCc2ccccc2)c(C(=O)O)c(C)n1Cc1ccccc1	0.0	47	-1	678	9%	-2%	28%	i	10	-6%	-0.3%	2%
C[C@@H]1CCC[C@@]2(O[C@@H](CCO)C[C@H](O)[C@H]2O)O1	-1.2	67	.	.	.	.	14%	i	32	.	.	10%
Cc1cccc(-n2c(SCC(N)=O)nc3c(c2=O)C2(CCCC2)Cc2ccccc2-3)c1	16	47	23	699	2%	-5%	3%	i	7	-6%	0.2%	6%
Clc1cccc(OCCN2CCOCC2)c1	-0.1	90	.	.	37%	-5%	1%	i	16	9%	0.0%	11%
c1ccc2c(SCc3cn4ccccc4n3)nncc2c1	0.9	42	-3	674	2%	-8%	13%	i	46	6%	0.1%	10%
COc1ccc(-c2cc3c(=O)n(CC(=O)Nc4cccc(Cl)c4)nc(C)n3n2)cc1	2.7	74	18	736	8%	-8%	14%	i	15	-5%	-0.3%	7%
COc1ccc(CC(=O)Nc2cccc(/C(C)=N/NC(=O)C3(C)CC3(Br)Br)c2)cc1 (stereo not given)	11	56	18	736	14%	-2%	13%	i	25	10%	0.0%	14%
O=C1CS/C(=C/C(=O)c2cccc(Cl)c2)N1	-0.8	54	0	671	4%	8%	11%	i	26	22%	0.1%	0%
Cc1cccnc1NC(=O)CNC(=O)C12CC3CC(CC(C3)C1)C2	-0.2	83	.	.	.	.	11%	i	35	.	.	7%
COC(=O)c1ccc(C(=O)Nc2nnc(-c3cccnc3)o2)cc1	-0.1	34	-13	727	6%	-5%	-1%	i	53	-14%	-0.1%	.
COCCNC(=O)c1ccccc1NS(=O)(=O)c1ccc(C)c([N+](=O)[O-])c1	1.6	46	14	653	20%	-6%	-5%	i	25	9%	0.3%	5%
CN(C)CCCNC(=S)N1CCC(c2nc3ccccc3[nH]2)CC1	-0.4	61	-3	811	-5%	-5%	8%	i	24	6%	-0.1%	7%
NC(=O)C1CC=CCC1C(=O)OCC(Cl)=C(Cl)Cl (stereo not given)	-1.9	86	.	.	-3%	-6%	1%	i	45	0%	0.1%	5%
CC(=O)NCCSCCNC(C)=O	-0.8	79	.	.	0%	-5%	10%	i	57	-12%	0.3%	2%
Cc1cnc(NC(=O)CSc2nnc(-c3ccc(Cl)cc3Cl)n2N)s1	2.4	63	2	674	0%	-1%	8%	i	45	10%	-0.1%	10%
O=C(O)c1ccccc1-c1ccccc1C(=O)NCc1ccccc1Cl	-0.7	60	4	875	12%	-12%	2%	i	62	-2%	0.4%	4%
COc1ccc(S(=O)(=O)N2CCN(Cc3ccc4c(c3)OCO4)CC2)cc1F	1.7	54	-5	831	2%	-6%	-3%	i	48	5%	-0.2%	10%
NC(=O)c1cnn(Cc2ccc(Cl)cc2)c1N	-1.3	66	.	.	3%	8%	4%	i	26	-1%	0.0%	10%
CC1CCN(C(=O)CCc2ccc(Oc3cc([N+](=O)[O-])cc([N+](=O)[O-])c3)cc2)CC1	-0.4	41	-43	674	2%	4%	7%	i	51	-4%	-0.1%	13%
COc1ccccc1OCc1nc2ccccc2s1	-0.3	58	-1	811	9%	-1%	14%	i	39	0%	0.2%	-2%
O=C(NC1CCCCC1)C(c1cccs1)N(C(=O)c1ccccn1)c1ccccc1 (stereo not given)	0.8	61	-10	479	-5%	-8%	11%	i	55	-7%	-0.3%	14%
CCOC(=O)C1CCCN(C(=O)c2cn(CC)c3ccc(S(=O)(=O)N(C)C)cc3c2=O)C1 (stereo not given)	10	46	.	.	4%	-3%	13%	i	30	3%	-0.2%	4%
CC(=O)c1c(C)[nH]c(C(=O)NNC(=O)COc2ccc(Cl)cc2C)c1C	0.8	67	.	.	.	.	11%	i	17	.	.	2%
Cc1nc2c(C)cccn2c(=O)c1NC(=O)COc1ccccc1	-0.2	59	.	.	.	.	4%	i	59	.	.	3%
C/C(=N\NS(=O)(=O)c1ccc(C)cc1)c1ccc(C)s1	3.7	70	.	.	6%	-2%	4%	i	58	8%	0.6%	0%
CSc1ccc(Cl)c(C(=O)NNC(=O)c2csc(N3CCOCC3)n2)c1	-0.5	80	.	.	.	.	9%	i	41	.	.	8%
N#Cc1cc2c(nc1SCc1cccnc1)CCC2	5.8	37	-1	723	1%	-8%	10%	i	48	4%	0.2%	7%
CCn1cc(C(=O)NCc2ccccc2)c(=O)c2cc(F)c(N3CCN(C(=O)c4ccco4)CC3)cc21	7.9	64	2	771	17%	-2%	9%	i	7	-20%	-0.1%	2%
CN(CCO)S(=O)(=O)c1ccc2c(c1)C(=O)c1cc(S(=O)(=O)N(C)CCO)ccc1-2	0.5	64	-10	791	5%	-8%	2%	i	65	3%	-0.2%	11%
C/C(=N\NC(=O)c1ccc(CSc2nncn2C)cc1)c1ccc2ccccc2c1	-0.4	85	-2	744	-5%	-8%	6%	i	19	1%	-0.2%	7%
COc1ccc(-c2noc3c2-c2nc(-c4c(F)cccc4F)sc2CC3)cc1	1.0	98	7	790	2%	-4%	22%	i	35	1%	0.6%	6%
N#C/C(=C\Nc1ccc2cn[nH]c2c1)c1nc(-c2ccccc2)cs1	.	.	9	724	4%	-11%	2%	.	.	-13%	0.0%	3%
COC(=O)COc1ccc(=O)n(-c2ccccc2)n1	-1.3	61	-5	755	-5%	-1%	-1%	i	36	-4%	0.0%	8%
Cc1nc(SCc2ccc(Cl)c(Cl)c2)n[nH]1	-0.3	71	-1	828	10%	-7%	15%	i	57	-13%	0.8%	14%
CCCc1nc2ccccc2c(=O)n1CCc1ccccc1	2.1	67	-2	784	-3%	-1%	5%	i	39	5%	0.0%	5%
CC(NC(=O)c1ccccc1NC(=O)CN1CCc2ccccc2C1)c1ccccc1 (stereo not given)	8.3	44	3	775	-8%	-10%	-2%	i	37	-8%	-0.2%	2%
COc1ccc(C(=O)CCN2CCN(c3ccccc3F)CC2)cc1	-0.7	58	1	588	7%	3%	15%	i	33	1%	-0.2%	10%
COc1cc(S(=O)(=O)Nc2ccc(C)cc2)ccc1NC(=O)c1ccncc1	0.2	52	-9	663	-2%	-9%	13%	i	57	-2%	0.1%	4%
CCCOc1ccc(N2CC(C(=O)Nc3ccccn3)CC2=O)cc1 (stereo not given)	-2.9	77	.	.	-15%	-6%	5%	i	17	-13%	-0.2%	3%

Part of the list above in order of length of the SMILES, rising.
SMILES	NTR1 ag	NTR1 ag cell count 20 µM	Lipid droplet	Lipid droplet cells 6.5 µM	GPR55 LPI antagonism	LYP inhibition	SV40 large T antigen	T cell modulator	T cell modulator vesicle-bound %	GPR35 arrestin U2OS	GPR55 activation	MgcRacGAP inhibition
CC(NS(=O)(=O)CCNC(=O)c1ccccc1)c1ccccc1 (stereo not given)	-0.1	58	.	.	.	.	13%	i	45	.	.	4%
O=C1C(Cc2cccc([N+](=O)[O-])c2)SC(=Nc2ccccc2)N1c1ccccc1 (stereo not given)	3.7	38	-62	552	26%	-5%	15%	i	22	-3%	-0.6%	-1%
COc1ccc(CC(=O)Nc2cccc(/C(C)=N/NC(=O)C3(C)CC3(Br)Br)c2)cc1 (stereo not given)	11	56	18	736	14%	-2%	13%	i	25	10%	0.0%	14%

Compounds were not picked by outcome; any-hit rate near 1.8%.
